Cardiac RTF inh = cardiac RTF calcium sensitivity inhibitors, primary screen, biochemical, IANBD-TnC fluorescence, EC70 calcium; Troponin I, cardiac muscle (Homo sapiens) + Troponin T, cardiac muscle (Homo sapiens) + …; IANBD-labeled cardiac RTF, Ca2+ fluorescence; inhibition, % at 7.15 µM; hit rate 0.12% among 340,000;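 active = inhibition above the mean inhibition of all tested compounds plus 3 SD, cut at about 17% in these data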;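 also: assay run at fixed EC70 calcium of 1.6 mM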
PfHsp90 set2 = growth inhibition of PfHsp90-expressing yeast, primary screen, antimalarial PfHsp90 inhibitor project, S. cerevisiae, BacTiter-Glo luminescence, single point, set 2. BacTiter-Glo ATP, 48 h; yeast lacking PDR1 and PDR3 efflux regulators. inhibition, % at 9.4 µM. hit rate 0.32% among 310,000. AID 504621, 2011;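 active = every replicate shows inhibition above about 80%, whatever the replicate mean, limit read from the data; inconclusive = mean inhibition reaches the set limit but some replicate falls short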;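 also: 0% = DMSO neutral controls and 100% = 20 µM radicicol positive controls; yeast relying on Plasmodium falciparum Hsp90 in place of its own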
LANA DNA inh = inhibitors of KSHV C-LANA binding to DNA, primary screen, biochemical, fluorescence polarization, FAM-LBS DNA, MBP-C-LANA, single point; Kaposi's sarcoma herpesvirus LANA C-terminal domain (residues 932-1162) DNA binding; inhibition, % at 9 µM; hit rate 0.078% among 340,000; AID 504423, 2011;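 active = highest replicate inhibition at or above 60% at 9 µM, even if other replicates fall short; inactive = all replicates below 60% inhibition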;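 also: 0% = neutral control wells and 100% = 4 µM acridine orange control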
dFosB act = activators of delta FosB homodimer, primary screen, biochemical, fluorescence polarization, TAMRA-CDK5 oligo, single point. activation, % at 25 µM. hit rate 0.99% among 340,000. Protein FosB (Mus musculus), P13346. purified delta FosB; percent of positive-control signal above neutral wells;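 active = mean activation above about 17%, with every replicate also reaching it, limit read from the data, passing the limit was not always enough; inconclusive = only one of the two conditions met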;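 also: fluorescence polarization rise as delta FosB binds a TAMRA Cdk5 AP-1 oligo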
Keap1 Nrf2 FP = Keap1-Nrf2 protein-protein interaction inhibitors, primary screen, biochemical, fluorescence polarization, single point. Kelch-like ECH-associated protein 1 (Homo sapiens), Q14145. Keap1 Kelch-Nrf2 peptide fluorescence polarization, 1536-well. inhibition, % at 9.4 µM. hit rate 0.15% among 340,000. AID 504523, 2011; in the data active = inhibition above about 12%; inconclusive = no clear call, values can overlap the other calls; inactive = below about 7.3%;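 also: human Keap1 Kelch domain with fluorescein labeled Nrf2 9mer peptide probe; 0% = neutral control wells and 100% = peptide positive control; higher means more block of Keap1 binding to Nrf2 peptide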
PvdQ inh = P. aeruginosa PvdQ acylase inhibitors, primary screen, biochemical, fluorescence, plate reader and imaging, single point; hit rate 0.063% among 340,000; AID 488965, 2010; PvdQ acylase [Pseudomonas aeruginosa LESB58]; purified PvdQ acylase; inhibition, % at 10 µM; in the data active = inhibition above about 30%, passing the limit was not always enough; inconclusive = no clear call, values can overlap the other calls;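 also: 0% = vehicle neutral wells and 100% = reference inhibitor wells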
NSD2 inh = NSD2 histone methyltransferase inhibitors, primary screen, biochemical, AlphaScreen, single concentration, set 2. inhibition, % at 12.5 µM. NSD2 peptide methylation, 120 min. hit rate 0.54% among 310,000. Histone-lysine N-methyltransferase NSD2 (Homo sapiens), O96028; in the data active = inhibition above about 50%
cardiac RTF act = cardiac RTF calcium sensitivity activators, primary screen, biochemical, IANBD-TnC fluorescence, EC20 calcium. activation, % at 7.2 µM. Troponin I, cardiac muscle (Homo sapiens) + Troponin T, cardiac muscle (Homo sapiens) + …. hit rate 0.24% among 340,000. IANBD-labeled TnC RTF fluorescence at EC20 calcium; 0% EC20 calcium, 100% full calcium;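 active = activation above the mean over all tested compounds plus 3 SD, cut at about 30% in these data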;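 also: rise in fluorescence read as greater calcium sensitivity of cardiac thin filaments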
CDK5 p35 inh = inhibitors of human CDK5/p35 kinase, primary screen, biochemical, single concentration; Cyclin-dependent kinase 5 (Homo sapiens) + Cyclin-dependent kinase 5 activator 1 (Homo …; Recombinant CDK5/p35, ADP-Glo luminescence, 60 min; inhibition, % at 10 µM; hit rate 0.01% among 330,000; AID 488839, 2010;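 active = highest replicate inhibition of at least 50% and at least 75% of replicates reaching 50%; inconclusive = only one of the two criteria met; inactive = both criteria failed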;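 also: plate controls were DMSO neutral control for no effect and GW8510 at 10 µM for full effect; many of its hits are not listed in these tables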
Target sequence (Q00535 whole entry, looked up): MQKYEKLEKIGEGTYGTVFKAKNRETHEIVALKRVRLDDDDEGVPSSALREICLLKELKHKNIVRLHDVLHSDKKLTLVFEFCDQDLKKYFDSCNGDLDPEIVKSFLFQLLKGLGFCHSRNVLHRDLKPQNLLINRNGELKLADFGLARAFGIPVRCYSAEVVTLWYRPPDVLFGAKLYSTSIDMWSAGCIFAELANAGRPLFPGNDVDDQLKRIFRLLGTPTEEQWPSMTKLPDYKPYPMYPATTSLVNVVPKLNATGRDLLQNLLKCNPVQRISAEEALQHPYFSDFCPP
Target sequence (Q15078 whole entry, looked up): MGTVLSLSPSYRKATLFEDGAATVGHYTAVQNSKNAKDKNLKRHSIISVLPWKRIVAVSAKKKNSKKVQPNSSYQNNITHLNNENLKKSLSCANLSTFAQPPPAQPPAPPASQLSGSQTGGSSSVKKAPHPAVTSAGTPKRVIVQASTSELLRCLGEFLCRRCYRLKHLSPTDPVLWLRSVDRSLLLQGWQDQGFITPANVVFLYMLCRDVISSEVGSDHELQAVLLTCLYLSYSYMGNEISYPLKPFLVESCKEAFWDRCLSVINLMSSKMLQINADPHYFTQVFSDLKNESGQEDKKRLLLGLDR
Rtt109 HAT inh = inhibitors of C. albicans Rtt109/Vps75 HAT, primary screen, biochemical, ThioGlo CoA-SH fluorescence, plate reader | hit rate 0.16% among 330,000 | Histone acetyltransferase RTT109 (Candida albicans (strain SC5314 / ATCC MYA-2876)), … | inhibition, % at 34.9 µM | purified Rtt109/Vps75, 4 h | AID 540336, 2011;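 active = inhibition of at least 50% in every replicate; inconclusive = best replicate reaches 50% inhibition but some replicates fall short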
Target sequence (Q5AAJ8 whole entry, looked up): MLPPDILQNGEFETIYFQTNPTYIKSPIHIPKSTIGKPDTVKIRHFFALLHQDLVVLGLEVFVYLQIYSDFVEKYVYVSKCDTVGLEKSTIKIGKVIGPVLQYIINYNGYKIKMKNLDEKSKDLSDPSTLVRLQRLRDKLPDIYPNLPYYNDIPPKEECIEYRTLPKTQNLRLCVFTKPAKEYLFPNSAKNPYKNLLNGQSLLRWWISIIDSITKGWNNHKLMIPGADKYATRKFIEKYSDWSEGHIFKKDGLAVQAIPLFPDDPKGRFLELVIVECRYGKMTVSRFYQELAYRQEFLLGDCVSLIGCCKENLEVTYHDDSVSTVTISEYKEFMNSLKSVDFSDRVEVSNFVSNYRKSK
Mot1-301 SUMO = yeast Mot1-301 growth rescue at high temperature, primary screen, SUMOylation pathway inhibitor project, S. cerevisiae, ATP luminescence, 38.5C; S. cerevisiae Mot1-301 growth rescue; percent above DMSO median, 100 means doubled; growth rescue, % at 18.8 µM; hit rate 1% among 320,000;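 active = every valid replicate shows activation above 250% relative to neutral control wells; inactive = the rest, any valid replicate at or below 250%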;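 also: OY570 slx delta 5 strain wells were the positive control but not used for scaling; some compounds called inactive have numbers as strong as hits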
* hit, by the source's call; u = inconclusive; x = no result given; + = active, no number. The order is random (roughly 3.2% active in at least one column).

SMILES	Cardiac RTF inh	PfHsp90 set2	LANA DNA inh	dFosB act	Keap1 Nrf2 FP	PvdQ inh	NSD2 inh	cardiac RTF act	CDK5 p35 inh	Rtt109 HAT inh	Mot1-301 SUMO
CCOC(=O)/C=C1\SCC(=O)N1CC(=O)NC1CCCCC1	-6.4	-18.9	-0.2	-2.9	4.0	4.9	15.0	4.0	-0.6	x	17.2
CCOc1ccccc1-n1nnnc1SCC(=O)OC	5.4	-3.7	1.7	6.2	-0.3	-4.4	-3.9	-0.2	-0.5	4.3	-10.3
CC1CN(/C=C/C(=O)C(F)(F)F)CC(C)O1 (configuration not stated)	-6.2	-33.3	-0.9	1.5	-1.0	-20.3	-6.4	1.6	-2.0	-3.0	-15.5
C=CCNC(=S)NC(=O)c1oc2ccccc2c1C	-7.9	-1.6	1.3	-12.1	0.5	-10.8	8.0	-1.9	-4.2	-0.9	-4.4
COc1cc(Nc2nc(SCC#N)nc3ccccc23)cc(OC)c1OC	-4.1	-10.3	-0.3	0.1	-5.8	-13.7	-2.4	-1.2	0.5	-2.2	-9.7
Cc1ccc2nc(NC(=O)CSCC(=O)Nc3cc(C)on3)sc2c1	-2.7	12.4	1.2	-2.5	-7.7	3.5	0.7	-1.1	0.6	1.6	6.0
O=C1CCC(C(=O)NCCN2C(=O)S/C(=C\c3cccnc3)C2=O)=NN1	-6.7	x	2.4	-11.4	-3.0	-3.7	-3.2	0.1	-2.1	-7.9	-2.6
CCn1cnc2sc(C(=O)Nc3ccccc3OC)c(C)c2c1=O	-8.2	6.1	-0.8	-14.1	-0.6	5.2	-4.0	3.2	-0.5	-15.6	45.9
CCCCSC(=S)N(C)C1CCS(=O)(=O)C1 (configuration not stated)	-6.3	-4.0	-0.4	-4.4	-3.4	-11.3	0.3	5.0	1.5	-4.2	19.2
O=C1C(Cc2ccccc2)Nc2ncnc(N3CCCCC3)c2N1Cc1ccc(Cl)cc1 (configuration not stated)	2.4	-4.9	0.0	-7.1	-6.5	-5.5	x	5.8	0.0	-4.2	39.1
CCCCOc1ncnc2c1[nH]c1ccc(OCC)cc12	-4.3	-3.2	0.4	-5.4	0.1	-15.8	-2.4	-1.2	-0.4	0.2	8.2
CC(=O)c1ccc(OCc2cc(C(=O)N3CCN(c4ccccc4)CC3C)no2)cc1 (configuration not stated)	2.9	-4.0	-1.7	-8.2	0.4	1.2	-3.2	-5.9	1.0	2.1	-10.5
OCc1nc2ccccc2n1CCc1ccccc1	-2.9	10.6	2.3	-6.0	-3.7	12.2	1.2	-6.5	0.5	23.5	69.4
O=C(CN1CCCCC1)Nc1ccccc1Cl	-8.2	3.5	0.2	-0.5	2.6	-12.1	x	-1.4	1.6	1.8	316.3
CC[C@]12c3[nH]c4ccccc4c3CCN1C(=O)C(CC(=O)NCCCN(C)C)C[C@@H]2C(=O)N1CCN(C(=O)c2ccco2)CC1 (some centres not stated)	1.2	-12.9	-0.3	-2.4	-1.5	-9.9	x	3.6	1.0	3.5	-2.6
O=C(ON=C1CCN(S(=O)(=O)c2ccccc2)CC1)c1ccc(F)cc1	10.1	x	1.4	-2.8	5.3	-10.5	-2.7	2.9	0.3	9.4	-4.4
CC(Sc1nc2ccccc2[nH]1)C(=O)Nc1ccccc1F (configuration not stated)	0.1	9.4	0.7	-7.0	-0.6	2.3	34.1	-4.0	1.1	-11.8	-8.2
Cc1cccc(NS(=O)(=O)c2ccc(-n3cccn3)cc2)c1C	-4.4	-14.3	-0.2	-10.4	-4.6	-12.8	-4.5	4.3	-0.3	-1.4	-3.1
CCOC(=O)/C(=N\Nc1cc(Cl)ccc1Cl)N1CCN(C)CC1	-2.6	13.9	-1.2	-7.1	4.2	-1.4	2.7	2.1	1.1	2.9	9.8
CCCN1C(=O)C2(C(C(=O)c3ccc(C)o3)=C(O)C(=O)N2CCCN2CCOCC2)c2ccccc21 (configuration not stated)	-11.5	-3.1	-1.7	0.1	1.5	13.2	-1.6	7.5	0.7	2.3	-6.9
CCOC(=O)Cc1csc(NC(=O)CSc2nnc(C(C)C)n2C)n1	-8.6	-12.1	-1.4	-0.3	-1.7	-13.8	-1.4	-0.5	-0.4	-6.3	-16.8
O=C(NCCC1CCCCN1S(=O)(=O)c1cccs1)C(=O)Nc1ccccc1 (configuration not stated)	-1.1	-6.8	1.0	-5.6	-0.2	-0.1	0.7	2.6	-0.2	0.2	10.9
COC(=O)CN1C(=O)[C@H]2[C@@H](c3ccc(C)o3)N3C(=O)CN(CCO)C(=O)[C@@]3(Cc3ccccc3)[C@H]2C1=O	3.6	-4.4	-0.5	-6.0	-2.5	-14.0	x	-2.6	-0.7	-8.3	-9.5
Cc1ccccc1OCC(=O)NNC(=O)c1ccc2c(=O)n3c(nc2c1)CCC3	-3.2	0.0	-0.8	3.7	-8.1	-0.9	0.5	-4.7	0.0	6.7	-10.4
O=S(=O)(c1ccc(F)c(F)c1)N1CCCc2ccccc21	-4.8	25.0	-0.5	-10.7	-0.7	-10.9	-6.3	7.9	0.2	9.9	0.5
CC(C)(C)NS(=O)(=O)c1ccc(NS(C)(=O)=O)cc1	3.1	-9.6	-1.6	-6.4	-3.5	7.1	-1.6	-6.6	-1.7	3.7	-8.7
CCOC(=O)C1=C(C)N(C[C@@H]2CC[C@@H](Cc3ccc(-c4ccccc4)cc3)O2)C(=O)NC1c1cccc2ccccc12 (some centres not stated)	-1.6	1.8	-2.5	-0.5	-0.2	6.3	x	-6.7	11.5	-5.6	x
O=C(NCc1ccccn1)C(=O)NCC1OCCCN1S(=O)(=O)c1ccc(F)cc1 (configuration not stated)	-6.1	-3.0	-0.8	3.4	0.2	3.3	-1.3	-0.1	-0.6	3.8	-15.4
O=C(CCc1nc2ccccc2c(=O)[nH]1)Nc1nnc(SCc2ccc(Cl)cc2)s1	-8.1	-33.4	3.5	u	-0.1	0.1	-1.1	-7.7	1.6	-6.2	0.6
CC(C)Cn1c(=S)[nH]c2cc(C(=O)O)ccc2c1=O	-6.3	-4.0	0.2	0.1	-0.6	-15.8	0.4	-1.0	0.3	2.0	27.4
Cc1ccccc1NC(=O)CNC(=O)Cc1cccc2ccccc12	-10.3	19.0	-0.8	-12.1	-3.7	1.1	1.6	-10.7	2.7	6.4	-3.3
CCc1ccccc1NC(=O)C(Cc1cccc(OC)c1OC)c1nn[nH]n1 (configuration not stated)	-3.5	-16.8	-0.3	-3.0	1.2	1.3	-2.2	-0.1	-3.3	0.3	-13.6
CCc1ccc(OCCCC(=O)Nc2nccs2)cc1	-0.4	1.4	-1.2	-5.8	-4.9	-11.5	-2.3	3.5	-0.2	-1.4	175.9
CC(=O)Nc1ccc(NC(=O)c2ccccc2Nc2ccccc2)cc1	-0.1	-1.6	0.4	-1.0	-1.1	-4.4	-9.1	-9.3	0.8	-7.6	10.1
Cc1cc(C)nc(NS(=O)(=O)c2ccc(NC(=O)COc3ccccc3)cc2)n1	0.8	x	-2.1	1.7	-2.0	-21.4	-3.3	5.0	-1.0	6.9	2.4
Cc1cc(C)cc(NC(=O)C(C)N2C(=O)c3ccccc3C2=O)c1 (configuration not stated)	3.3	-0.1	-5.3	-11.0	-1.3	-18.1	-1.5	3.4	-2.4	1.7	17.1
CSCCC(=O)N1CC[C@@H](N2CCN(c3ccccc3F)CC2)[C@H](O)C1	0.1	1.2	1.6	-0.1	0.5	-14.1	-3.6	-4.8	-1.1	-4.4	26.7
CC(=O)Nc1ccc(S(=O)(=O)N(CCO)Cc2ccccc2)cc1	-0.1	x	10.0	-2.6	2.9	-0.3	0.0	-1.6	1.0	-0.5	-14.3
O=C(Nc1ccccc1)Nc1ccc(C(F)(F)F)cn1	-1.3	-4.4	-0.2	-2.3	-1.3	2.8	-0.8	0.7	-1.2	-8.2	-19.3
COc1ccc(Br)cc1/C=N/NC(=O)C[n+]1ccccc1	-10.5	10.6	-1.9	-1.9	-2.9	-14.0	2.2	3.8	1.1	-6.1	-0.1
CN(c1ccccc1)S(=O)(=O)c1ccc(C(=O)NCc2ccccn2)cc1	5.0	18.7	-0.6	-13.3	1.5	-13.9	-3.7	-0.1	-0.1	-13.2	-4.9
CC(=O)Nc1ccc(NC(=O)CSc2ccc(-c3ccc4c(c3)OCO4)nn2)cc1	0.3	-13.4	-0.6	-4.7	-2.0	8.8	-1.0	1.2	3.2	9.5	-2.3
CCc1c(C(=O)NNC(=S)NCC(C)C)csc1C	2.9	x	1.3	-0.8	0.6	-3.5	4.4	-1.9	-0.7	-13.9	-14.0
Cc1nc(NCc2ccccc2)c(C(N)=O)c2c1COC(C)(C)C2	0.6	-4.0	0.4	4.5	-4.6	3.6	-0.4	-1.6	-0.5	-0.8	0.7
CCN(CC)C(=O)c1ccccc1NS(=O)(=O)c1cccs1	1.0	17.9	0.1	-1.0	-3.1	0.7	-0.9	-3.3	0.1	-0.5	0.9
CSc1ccc(Cl)c(C(=O)Nc2ccc(N3CCOCC3)cc2)c1	0.1	2.3	1.0	3.0	0.4	7.6	0.5	-0.2	-0.5	-0.3	+
CN(CC(=O)Nc1cccc(F)c1)C(=O)c1cc(S(=O)(=O)N(C)C)ccc1N1CCCC1	0.0	0.7	0.0	-4.6	1.1	-2.0	-2.6	-1.2	0.9	22.2	1.7
CC(C)(CSc1ccccn1)NS(=O)(=O)c1ccc(Cl)cc1	-11.2	-12.6	-3.0	-1.6	-1.0	-7.6	-3.6	4.4	-0.7	1.6	-3.5
CC(C)C(=O)Nc1ccc(-c2nc3ccccc3c(=O)o2)cc1	-8.8	0.8	3.5	-36.6	4.4	-12.6	8.0	-4.9	1.1	0.0	0.0
COc1ccc(C(CC(=O)Nc2ccc(F)cc2)c2ccccc2)cc1 (configuration not stated)	3.8	-11.3	-0.8	-9.0	-1.3	-15.8	-1.6	4.4	2.0	4.0	1.4

Screening data as filed in PubChem BioAssay.
